XIAP antagonists – XIAP antagonists, biochemical, IAP family, fluorescence polarization (AID 1018). XIAP BIR domain, fluorescence polarization peptide displacement; higher % means a stronger effect. one-dose displacement, % at 20 µM; IC50 in µM for titrated hits. hit rate 0.007% among 200,000; in the data active = displacement above about 50%; note: a part of the inactive calls stands beside numbers as strong as those of hits
human PMI inhibition – MPI enzyme activity inhibition – biochemical, fluorescence intensity, coupled assay, primary screen (AID 1209); purified PMI enzyme, coupled fluorescence intensity; higher % means a stronger effect; one-dose inhibition, % at 20 µM; IC50 in µM for titrated hits; hit rate 0.42% among 190,000;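 note: plate controls were DMSO vehicle for no effect and wells lacking substrate for full effect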
PMI inhibition – human PMI inhibitors, high substrate, primary screen, biochemical, fluorescence intensity, high mannose 6-phosphate (AID 1220); hit rate 0.66% among 190,000; recombinant PMI enzyme, coupled fluorescence intensity; higher % means a stronger effect; one-dose inhibition, % at 20 µM; IC50 in µM for titrated hits
SIAH1 antagonists – blockers of Siah-1 interaction with plectin peptide – biochemical, fluorescence polarization, rhodamine-plectin, uHTS, primary screen (AID 1817); Siah-1 / rhodamine-plectin peptide fluorescence polarization; higher % means a stronger effect; displacement, % at 20 µM, or IC50 in µM where a hit was titrated; hit rate 0.02% among 290,000;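 active = displacement of at least 50% at 20 µM, with a fluorescence ratio check between 0.3 and a set limit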;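 note: plate controls were Siah plus tracer with DMSO for no effect and tracer alone without Siah for full effect; strong numbers were not always called active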
PhoP inhibition – inhibitors of PhoP regulon expression, primary screen, Salmonella Typhimurium, GFP reporter (AID 1863). S. Typhimurium PhoP-regulated promoter GFP reporter, 4 h; higher % means a stronger effect. inhibition, % at 50 µM; hits with a dose series show IC50 in µM. hit rate 0.16% among 300,000;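 active = inhibition over 29.93%, a cutoff 3 SD above the screen mean, later confirmed by dose response; inconclusive = inhibition over 29.93% but no dose response follow-up; inactive = inhibition at most 29.93% or unconfirmed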;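 note: 0% = low Mg2+ inducing control and 100% = high Mg2+ repressing control; strong numbers were not always called active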
WT yeast gro inh – growth inhibition of WT yeast, mitochondrial fusion screen; mitochondrial fusion phenotypic screen, WT strain; inhibition, % at 10 µM; hit rate 2.1% among 190,000; in the data active = inhibition above about 58%; tested in S. cerevisiae
Myeloid diff MLP – myeloid differentiation induction | hit rate 1% among 360,000 | calls only at 10 µM | ER-HoxA9 myeloid progenitors, lysozyme-GFP differentiation, flow cytometry;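 active = normalized GFP-positive differentiation at or above the plate's own cutoff, the solvent-only control mean plus 3 SD; inconclusive = no clear call, values can overlap the other calls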;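 note: cells exposed to compound for four days before flow analysis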
RSV antiviral HEp-2 – inhibition of RSV-induced cytopathic effect – HEp-2 cells, primary 10 µM value included (AID 2391) | hit rate 0.13% among 310,000 | CPE inhibition, % at 10 µM, or IC50 in µM where a hit was titrated | HEp-2 cells, RSV-induced CPE inhibition; higher % means a stronger effect; in the data active = a potency from the dose series; inconclusive = CPE inhibition mostly from about 23% at the one dose, without a potency; inactive = the rest, 99 in 100 with CPE inhibition below about 21%; note: strong numbers were not always called active
TNAP activation fold – stimulation of alkaline phosphatase TNAP activity – biochemical, luminescent, no phosphate acceptor, uHTS, primary screen (AID 1001) | activation fold at 20 µM; hits with a dose series show EC50 in µM | purified TNAP, luminescent activation assay, no phosphate acceptor; higher activation fold means a stronger effect | hit rate 0.03% among 200,000; in the data active = activation fold from about 3, or a potency from the dose series; inactive = the rest, 99 in 100 with activation fold below about 1.6; note: many of its hits are not listed in these tables
WT yeast gro inh mutant strain – recorded beside WT yeast gro inh, whose call it bears; inhibition, %; mitochondrial fusion phenotypic screen, mutant strain inhibition
Myeloid diff MLP GFP+ MAC1+ % – also measured in Myeloid diff MLP; calls as there; GFP+ MAC1+ double positive, %; measured here: differentiation confirmed by MAC1 staining
* = called active by the depositor; i = inactive; ? = inconclusive; . = no result given; + = active, no number. Cut-off read from the data, not from the text of the source, unless noted: active = inhibition above about 50%; inactive = the rest.

entry	Structure	XIAP antagonists	human PMI inhibition	PMI inhibition	SIAH1 antagonists	PhoP inhibition	WT yeast gro inh
1	Cc1ccc(CNC(=O)/C=C/c2ccc(Br)o2)cc1	-0.5%	-9%	-24%	-5%	-9%	30
2	CCC1CCCCN1CCCNC(=O)CNC(=O)c1nn(-c2ccc(OC)cc2)c(=O)c2ccccc12 (stereo not given)	.	.	.	-4%	9%	.
3	O=C(CSc1nnc2ccccn12)Nc1ccc2c(c1)OCCO2	2.4%	-6%	-4%	2%	1%	1
4	C=C(C)CN(CC)C(=O)CN1C(=O)NC2(CCc3ccccc32)C1=O (stereo not given)	.	.	.	-4%	-4%	.
5	COc1ccc(-c2nnc(SCc3cccc(C#N)c3)o2)cc1	-4.5%	15%	9%	-2%	-1%	33
6	Cc1ccc(C(=O)Nc2ccccc2Oc2ccccc2)o1	.	.	.	0%	5%	.
7	CCOC(=O)N1CCN(C(=O)COc2ccccc2[N+](=O)[O-])CC1	-7.5%	-16%	-4%	-2%	-2%	-2
8	O=C1CC[C@@H](CN(Cc2ccccn2)Cc2nc(-c3ccc(C(F)(F)F)cc3)no2)N1	-3.7%	7%	1%	8%	1%	8
9	O=C(NN=C1CCCC1)c1cc(O)cc(O)c1	.	.	.	48%	1%	.
10	COc1cc2c(cc1NC(=O)C(C)N1CCN(S(=O)(=O)c3ccc(C)c(C)c3)CC1)oc1ccccc12 (stereo not given)	-2.4%	-4%	-4%	-2%	-1%	11
11	Nc1ccc(C(=O)N2CCCC2)cc1CS(=O)(=O)c1ccc(Cl)cc1	-2.0%	-2%	1%	-5%	-2%	-7
12	Cc1cc(C)n(-c2nc3sc4c(c3c3nnc(SCC(N)=O)n23)CC(C)(C)OC4)n1	-17%	-12%	-13%	7%	-4%	5

entry	WT yeast gro inh mutant strain	Myeloid diff MLP	Myeloid diff MLP GFP+ MAC1+ %	RSV antiviral HEp-2	TNAP activation fold
1	-8	i	0.2	10%	1.1
2	.	i	0.8	-0.6%	.
3	3	i	0.7	-1.1%	1.1
4	.	i	1.1	0.3%	.
5	20	i	8.1	1.2%	1.1
6	.	i	0.8	1.9%	.
7	-3	i	1.6	1.7%	1
8	-9	i	0.9	3.3%	1.1
9	.	i	0.4	1.3%	.
10	11	i	0.8	0.8%	1
11	-6	i	0.2	0.0%	1.1
12	-2	i	1.4	.	1.1

The last four compounds of the section above are carried over, then new ones follow:
entry	Structure	XIAP antagonists	human PMI inhibition	PMI inhibition	SIAH1 antagonists	PhoP inhibition	WT yeast gro inh
9	O=C(NN=C1CCCC1)c1cc(O)cc(O)c1	.	.	.	48%	1%	.
10	COc1cc2c(cc1NC(=O)C(C)N1CCN(S(=O)(=O)c3ccc(C)c(C)c3)CC1)oc1ccccc12 (stereo not given)	-2.4%	-4%	-4%	-2%	-1%	11
11	Nc1ccc(C(=O)N2CCCC2)cc1CS(=O)(=O)c1ccc(Cl)cc1	-2.0%	-2%	1%	-5%	-2%	-7
12	Cc1cc(C)n(-c2nc3sc4c(c3c3nnc(SCC(N)=O)n23)CC(C)(C)OC4)n1	-17%	-12%	-13%	7%	-4%	5
13	O=C(CSc1nnc(-c2cccs2)n1-c1ccccc1)NCc1ccc2c(c1)OCO2	-5.3%	20%	13%	0%	33%	-8
14	COC(=O)c1c(NC(=O)CC2SC(N)=NC2=O)sc2c1CCC(C)C2 (stereo not given)	-4.5%	13%	15%	8%	-1%	14
15	CC(C)(O)[C@H](O)COc1c2occc2cc2ccc(=O)oc12	-6.5%	3%	11%	1%	4%	-3
16	O=C(CN1CCOCC1)NCC12CC3CC(CC(C3)C1)C2	-3.8%	-1%	-2%	4%	-11%	-13
17	O=c1c2ccccc2[nH]c(=S)n1CCN1CCN(Cc2ccccc2)CC1	-2.6%	17%	18%	5%	8%	-4
18	Cc1cc(NS(=O)(=O)c2ccc(NS(=O)(=O)c3cc(C)c(Cl)cc3Cl)cc2)no1	.	.	.	1%	-6%	.
19	Cc1cccn2c(=O)c3cc(S(=O)(=O)c4ccc(Br)cc4)c(=N)n(C4CCCC4)c3nc12	.	.	.	7%	-4%	.
20	NS(=O)(=O)c1ccc(NC(=O)COC(=O)c2ccc([N+](=O)[O-])s2)cc1	.	.	.	26%	-21%	.
21	O=C(CN(Cc1ccco1)C(=O)c1ccc(Cl)cc1)Nc1c(Cl)cc(Cl)cc1Cl	-4.1%	10%	-2%	8%	4%	3
22	CN(C)CCCN(C(=O)c1ccc2c(c1)CCCC2)c1nc2ccc(Cl)cc2s1	-0.4%	10%	7%	-12%	-5%	80*
23	OC12CCCCC1C(c1ccc3c(c1)OCO3)N(Cc1ccc(F)cc1)CC2 (stereo not given)	1.0%	-5%	-1%	1%	4%	-4
24	CCCOc1ccc(C(=O)NCCO)cc1	-4.9%	9%	10%	2%	-1%	-16

entry	WT yeast gro inh mutant strain	Myeloid diff MLP	Myeloid diff MLP GFP+ MAC1+ %	RSV antiviral HEp-2	TNAP activation fold
9	.	i	0.4	1.3%	.
10	11	i	0.8	0.8%	1
11	-6	i	0.2	0.0%	1.1
12	-2	i	1.4	.	1.1
13	-20	i	0.8	0.4%	1
14	23	i	0.3	1.4%	1.9
15	7	i	2.5	-0.4%	1
16	9	+	4.3*	0.7%	1.1
17	10	i	0.8	-2.2%	1.1
18	.	i	1.1	1.4%	.
19	.	?	.	9.1%	.
20	.	i	0.2	0.7%	.
21	-1	i	0.4	0.0%	1.1
22	68*	+	1.2*	-1.7%	1
23	9	i	0.8	-0.9%	1.1
24	5	i	0.2	2.2%	1.1

Continued:
entry	Structure	XIAP antagonists	human PMI inhibition	PMI inhibition	SIAH1 antagonists	PhoP inhibition	WT yeast gro inh
25	CCOC(=O)C1=C(c2ccccc2)OC(N)=C(C#N)C1c1cccnc1 (stereo not given)	-2.6%	1%	12%	-2%	8%	-8
26	O=C1NCC(CN(c2ccccc2)c2ccccc2)O1 (stereo not given)	-6.9%	7%	20%	-4%	3%	-2
27	CN1CCN(Cc2cccc(Oc3ccc(Cl)cc3)c2)CC1	-6.4%	-9%	-6%	5%	5%	10
28	CC1(C)OC(=O)C(=CSc2ccc(C(C)(C)C)cc2)C(=O)O1	-4.8%	-11%	-11%	10%	-14%	2
29	Cc1c(-c2c(C#N)c(N)nc3c2CCCCCC3)cnn1C	-14%	-4%	-4%	-3%	-7%	34
30	O=S(=O)(c1ccc(F)c(F)c1)N1CCN(CCc2ccccc2)CC1	.	.	.	0%	1%	.
31	Cc1csc(NC(=O)CCCC(=O)c2ccccc2)n1	.	.	.	-1%	9%	.
32	CCC(CC)C(=O)NCCN1CCN(C(=O)C(CC)CC)CC1	-5.6%	9%	6%	-1%	-3%	10
33	O=C(CCc1c[nH]c2ccccc12)NC(Cc1ccccc1)C(=O)O (stereo not given)	.	.	.	-1%	3%	.
34	COc1ccc(OC)c(NC(=O)c2cc3ccccc3cc2OC)c1	.	.	.	4%	6%	.
35	CCn1nc(C)c(CNC(=O)CC2C(=O)NCCN2CC(C)(C)C)c1C (stereo not given)	-6.5%	12%	10%	1%	2%	9
36	CCCCn1c(N)c(N(CCC(C)C)C(=O)c2sc3nc4n(c(=O)c3c2C)CCC4)c(=O)[nH]c1=O	.	.	.	4%	3%	.

entry	WT yeast gro inh mutant strain	Myeloid diff MLP	Myeloid diff MLP GFP+ MAC1+ %	RSV antiviral HEp-2	TNAP activation fold
25	-10	i	0.3	1.3%	1.1
26	7	i	0.8	0.2%	1.1
27	10	.	.	-2.6%	1.1
28	1	i	0.1	0.7%	0.9
29	23	i	0.7	1.7%	1.1
30	.	i	0.4	1.2%	.
31	.	i	0.7	0.7%	.
32	-4	i	0.0	0.2%	1.1
33	.	i	0.5	0.6%	.
34	.	i	0.2	9.8%	.
35	1	i	0.1	-0.2%	1
36	.	i	0.7	0.9%	.

(further entries)
entry	Structure	XIAP antagonists	human PMI inhibition	PMI inhibition	SIAH1 antagonists	PhoP inhibition	WT yeast gro inh
37	O=C(N/N=C/c1cc2c(cc1Cl)OCO2)c1cccc(Br)c1	.	.	.	-2%	5%	.
38	O=C(CSc1ccc([N+](=O)[O-])cc1)NCC1CCCCC1	-7.5%	-11%	-23%	-5%	-4%	1
39	Fc1ccc(CNc2ccccn2)cc1	.	.	.	-4%	4%	.
40	O=C(CC12CC3CC(CC(C3)C1)C2)NCc1ccccc1	.	.	.	5%	11%	.
41	COc1ccc(COc2cc(-c3cccc(OC)c3)nc3ccc(NC(=O)c4ccc(OC)cc4)cc23)cc1	-1.6%	2%	14%	21%	-2%	-6
42	CCn1c(=O)n(CC)c2cc(NS(=O)(=O)c3ccccc3)ccc21	.	.	.	3%	-3%	.
43	CCc1ccccc1NC(=S)N(CCN1CCOCC1)Cc1ccccc1F	-6.5%	6%	6%	2%	1%	22
44	Cc1cccc(N2C(=O)C(O)=C(C(=O)c3cccs3)C2c2ccc(F)cc2)n1 (stereo not given)	-5.4%	8%	6%	10%	-8%	-8
45	O=C(NCCc1ccccc1)C1CCC(CNS(=O)(=O)c2ccc(F)cc2)CC1 (stereo not given)	.	.	.	32%	-3%	.
46	CCOC(=O)c1c(C)[nH]c(C)c1C(=O)CSc1nc2ccccc2c(=O)n1-c1ccc(CC)cc1	-5.3%	18%	2%	-7%	-2%	21
47	Cn1c(=O)c2cc(S(=O)(=O)NCCC(=O)NCc3ccccc3Cl)ccc2n(C)c1=O	-5.7%	-11%	-1%	0%	-5%	5
48	O=Cc1ccc(O)cc1O	.	.	.	2%	16%	.

entry	WT yeast gro inh mutant strain	Myeloid diff MLP	Myeloid diff MLP GFP+ MAC1+ %	RSV antiviral HEp-2	TNAP activation fold
37	.	i	0.8	0.5%	.
38	11	i	0.2	1.9%	1.1
39	.	i	0.5	-0.4%	.
40	.	i	1.6	-1.0%	.
41	-1	i	1.5	2.3%	1.1
42	.	i	2.3	1.0%	.
43	32	.	.	-1.2%	1.1
44	-23	i	0.9	0.7%	1.1
45	.	i	0.0	0.6%	.
46	10	i	1.8	6.0%	0.7
47	15	i	14	1.2%	1
48	.	i	3.3	1.8%	.

Continuation.
entry	Structure	XIAP antagonists	human PMI inhibition	PMI inhibition	SIAH1 antagonists	PhoP inhibition	WT yeast gro inh
49	C/C(=N/NC(=O)CCc1c(C)n[nH]c1C)c1cccc([N+](=O)[O-])c1	.	.	.	-6%	5%	.
50	O=C(NCc1ccccc1Cl)C(=O)NCC1OCCN1S(=O)(=O)c1cccs1 (stereo not given)	-4.9%	23%	13%	-1%	-2%	-24
51	CCOc1ccccc1C(=O)N[C@H](C(=O)OCc1cc([N+](=O)[O-])cc2c1OCOC2)C(C)C	-4.6%	19%	13%	-7%	16%	9
52	COCc1cc(C)nc(SCC(=O)Nc2cccc3cccnc23)c1C#N	-12%	18%	17%	4%	-5%	8
53	O=C(NN1S(=O)(=O)c2ccccc2S1(=O)=O)c1ccc(Br)cc1	-3.7%	-77%	-79%	-2%	-16%	-10

entry	WT yeast gro inh mutant strain	Myeloid diff MLP	Myeloid diff MLP GFP+ MAC1+ %	RSV antiviral HEp-2	TNAP activation fold
49	.	i	0.3	3.6%	.
50	-3	i	0.1	0.6%	1.1
51	-15	i	0.4	8.9%	0.9
52	-1	i	2.2	0.2%	1.1
53	-6	i	0.4	2.7%	0.9
